Screening data: PubChem BioAssay, several laboratories
procasp7 counter: procaspase-7 activators, primary screen, counter-screen for procaspase-3 activator project, biochemical, absorbance, HTS, human; recombinant procaspase-7, Ac-DEVD-pNA absorbance 405 nm; D23A/D198A/D206A triple mutant, cannot self-cleave; scale: DMSO 0, 5 µM enzyme 100; activation, % at 8.5 µM; 0.093% of 330,000 active;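 active = percent activation above the screen-wide mean plus 3 SD, cut at about 25% in these data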
Target sequence (P55210 whole entry D23A/D198A/D206A): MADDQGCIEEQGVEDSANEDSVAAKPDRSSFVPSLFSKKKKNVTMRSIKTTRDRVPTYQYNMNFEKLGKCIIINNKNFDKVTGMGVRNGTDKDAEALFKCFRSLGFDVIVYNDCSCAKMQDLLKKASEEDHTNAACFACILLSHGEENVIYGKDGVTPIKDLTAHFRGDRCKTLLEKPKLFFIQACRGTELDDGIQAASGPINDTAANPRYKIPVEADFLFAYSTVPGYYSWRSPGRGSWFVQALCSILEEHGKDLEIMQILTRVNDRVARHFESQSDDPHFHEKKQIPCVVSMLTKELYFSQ
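Replicates: singlicate. Assay system: Procaspase-7 triple mutant (PC-7 D3A). Signal: 405 nm absorbance of p-nitroaniline. Times: 1 h preincubation, 2 h reaction. Buffer or medium: Zinc-free HEPES pH 7.4 with 300 mM NaCl, 0.01% Triton X-100. Also added: DEVD-pNA substrate. Benchmarks: DMSO wells as 0%, DMSO with 5 µM added PC-7 as 100%.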
AHR activator: AHR activators, primary screen, cell-based, luminescence, luciferase reporter, human. 2.5% of 320,000 active. AID 2796, 2010. activation, % at 5 µM. AHR-responsive luciferase reporter cells. Aryl hydrocarbon receptor (Homo sapiens), P35869; in the data active = activation above about 47%;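 note: 0% = vehicle wells and 100% = reference agonist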
RPL19A TOR yeast: RPL19A-GFP expression modulators in yeast, primary screen, cell-based, S. cerevisiae, multiplex flow cytometry, MLPCN; 0.3% of 330,000 active; S. cerevisiae RPL19A-GFP strain, 3 h; active compounds read low; percent response vs DMSO, % at 10 µM; AID 2025, 2009;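 active = percent response vs DMSO below 50%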;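 note: median channel GFP fluorescence of the barcoded RPL19A-GFP strain; ratio of sample median GFP to plate DMSO average so 100% = DMSO; lower means less RPL19A-GFP as with rapamycin TOR inhibition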
procasp3 activ: activators of human procaspase-3 D3A mutant, primary screen, biochemical, absorbance, PC-3 D3A mutant, single concentration. Caspase-3 (Homo sapiens), P42574. recombinant procaspase-3 D3A, Ac-DEVD-pNA absorbance 405 nm. activation, % at 8.5 µM. 0.11% of 330,000 active. AID 463141, 2010;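 active = activation above the mean of all tested compounds plus 3 SD, cut at about 21% in these data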;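 note: 0% = DMSO alone and 100% = DMSO wells spiked with extra 5 µM PC-3 D3A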
Target sequence (P42574 whole entry D9A/D28A/D175A): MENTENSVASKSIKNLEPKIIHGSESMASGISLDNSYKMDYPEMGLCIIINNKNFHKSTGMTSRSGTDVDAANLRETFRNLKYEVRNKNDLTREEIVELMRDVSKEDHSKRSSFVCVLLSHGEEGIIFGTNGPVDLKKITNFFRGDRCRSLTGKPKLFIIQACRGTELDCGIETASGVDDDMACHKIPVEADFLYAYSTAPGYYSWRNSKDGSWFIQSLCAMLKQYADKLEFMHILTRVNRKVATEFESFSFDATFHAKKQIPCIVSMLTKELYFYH
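Evaluation: percent activation relative to control range; Material: Procaspase-3 D3A mutant, all three cleavage aspartates alanine; Compound: single dose, 8.5 µM nominal compound, 0.8% DMSO; Replication: one well per compound; Signal: absorbance at 405 nm, 0 and 120 min; Schedule: 1 h preincubation plus 2 h reaction at 25 °C.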
MEP2-GFP yeast: modulators of MEP2-GFP levels in yeast, primary screen, S. cerevisiae, multiplex flow cytometry, MLPCN library; S. cerevisiae MEP2-GFP strain, 3 h; 100% = DMSO control level; GFP response vs DMSO, % at 10 µM; 0.51% of 330,000 active; AID 2016, 2009;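 active = GFP response versus DMSO above a set limit, roughly screen mean plus 3 SD, cut at about 180% in these data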;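 note: median GFP fluorescence of the barcode-gated MEP2-GFP cells per well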
LAP4 TOR yeast: modulators of LAP4-GFP expression in yeast, primary screen, S. cerevisiae, multiplex flow cytometry, MLPCN library. 3 h; median GFP as percent of DMSO wells. 0.34% of 320,000 active. GFP response vs DMSO, % at 10 µM;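 active = GFP response vs DMSO above a set limit, about the screen mean plus 3 SD, cut at about 150% in these data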
CIT2-GFP yeast: modulators of CIT2-GFP expression in yeast, primary screen, S. cerevisiae, GFP fusion, multiplex flow cytometry, MLPCN library; S. cerevisiae CIT2-GFP strain, 3 h; 100 means same as DMSO wells; GFP response vs DMSO, % at 10 µM; 0.065% of 320,000 active; AID 2029, 2009;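 active = GFP response relative to DMSO above a set limit, near the screen mean plus 3 SD, cut at about 150% in these data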;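 note: ratio of well median GFP fluorescence to mean of DMSO wells on the plate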
AGP1-GFP MLPCN: modulators of AGP1-GFP expression in yeast TOR pathway, primary screen, cell-based, multiplex flow cytometry, S. cerevisiae, MLPCN library; 0.02% of 320,000 active; GFP response vs DMSO, % at 10 µM; 3 h; GFP as percent of DMSO wells; AID 2066, 2009;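 active = GFP response relative to DMSO above a set limit, near screen average plus 3 SD, cut at about 150% in these data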;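 note: median GFP channel fluorescence of the gated AGP1 strain per well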
* marks the source's active call; other numbers are inactive results; / = not tested or not shown.

Every second line gives: procasp7 counter | CIT2-GFP yeast | procasp3 activ | LAP4 TOR yeast | AHR activator | AGP1-GFP MLPCN | MEP2-GFP yeast | RPL19A TOR yeast
COCc1cc(C)nc2sc(C(=O)Nc3ccc(OC)cc3)c(N)c12
→ -3 | 89 | -10 | 94 | 19 | 91 | 99 | 96
CC(=O)NNc1ccc(C(F)(F)F)cc1[N+](=O)[O-]
→ 9 | 99 | -5 | 100 | 0 | 101 | 100 | 97
CCCCN(c1ccc(C(=O)OC)cc1)S(=O)(=O)c1ccccc1
→ 0 | 88 | 11 | 106 | -1 | 97 | 95 | 92
Cc1ccc(S(=O)(=O)Nc2ccc3c(c2)nc(CCN2CCCCC2)n3C)cc1
→ 1 | 99 | -7 | 100 | -1 | 103 | 108 | 101
COc1ccc(S(=O)(=O)Nc2cc(Cl)ccc2-n2cncn2)cc1
→ -11 | 112 | -2 | 117 | 16 | 115 | 112 | 105
Cn1nc(C(F)(F)F)cc1C(=O)Nc1ccc(Cl)cc1
→ 11 | 97 | -7 | 120 | 69* | 105 | 98 | 101
CCOc1ccc(-c2nc(C#N)c(N3CCCCCC3)o2)cc1
→ 12 | 88 | 19 | 116 | 43 | 96 | 88 | 97
Cc1ccc2cc(CCNC(=O)C3CCCCC3)c(=O)[nH]c2c1C
→ 6 | 104 | 10 | 101 | -2 | 106 | 100 | 102
CCCn1cc(SCC(N)=O)c2ccccc21
→ 4 | 104 | -6 | 99 | 4 | 97 | 97 | 95
COCCN1C(=O)N[C@@H](c2ccc(Br)cc2)C(C(=O)OC)=C1C
→ 3 | 109 | -11 | 130 | 3 | 92 | 95 | 104
COc1ccc(CNC(=O)Cn2nnc(-c3ccc(NC(=O)C4CCCCC4)cc3)n2)cc1
→ 8 | 90 | 4 | 87 | 3 | 84 | 101 | 104
CCOC(=O)C1CCN(S(=O)(=O)c2ccc(C(=O)OC)cc2)CC1
→ 1 | 108 | -1 | 111 | 0 | 102 | 102 | 97
O=S(=O)(c1ccc(Cl)cc1Cl)n1ccc2cccnc21
→ 4 | 88 | -10 | 122 | 0 | 103 | 97 | 90
O=C(NC(=S)NC1CCSC1=O)c1ccc([N+](=O)[O-])cc1 (stereo unspecified)
→ -10 | 96 | -6 | 94 | -2 | 100 | 98 | 100
COc1ccccc1-c1nc(C#N)c(N2CCC(Cc3ccccc3)CC2)o1
→ 6 | 94 | -1 | 95 | 6 | 93 | 101 | 100
COc1ccc(-n2c(C)nc(N)c2C(=O)c2ccccc2)cc1
→ 5 | 109 | -20 | 110 | -5 | 102 | 107 | 100
O=C(NCc1ccco1)/C(=C/c1ccco1)NC(=O)c1ccc(Br)o1
→ -15 | 95 | -7 | 93 | 5 | 98 | 98 | 100
O=C(CCCn1c(=S)[nH]c2ccc(Br)cc2c1=O)NCC1CCCO1 (stereo unspecified)
→ -3 | 112 | 0 | 104 | 5 | 114 | 113 | 110
COc1ccc(OC)c(CNC(=O)CCSCc2ccc(F)cc2Cl)c1
→ -4 | 92 | -10 | 103 | 12 | 100 | 98 | 99
COc1ccc(C(=O)Cn2nnc(-c3ccccc3NC(=O)C3CC3)n2)cc1
→ 7 | 101 | -7 | 96 | 1 | 100 | 109 | 98
Cc1coc2cc3oc(=O)c4c(c3cc12)CCC4
→ 4 | 101 | 3 | 104 | 21 | 91 | 116 | 98
CCC(Sc1nc2c(cnn2-c2ccc(Cl)cc2)c(=O)[nH]1)C(=O)OC (stereo unspecified)
→ 14 | 105 | 2 | 105 | -2 | 105 | 106 | 101
CN(C)C(=O)CSc1nc2ccc(N3C(=O)c4ccccc4C3=O)cc2s1
→ -9 | 80 | 4 | 109 | 5 | 99 | 95 | 101
CC1CC(C)CN(C(=O)c2cc(-c3ccccn3)nc3ccccc23)C1 (stereo unspecified)
→ 3 | 106 | -7 | 103 | 3 | / | 102 | 97
CN(CC(=O)Nc1ccccc1Br)C(=O)c1ccccc1Cc1ccccc1
→ -1 | 86 | -10 | 96 | 3 | 92 | 95 | 91
CCOC(=O)C(=O)Nc1cc(C)nn1-c1nc2ccccc2[nH]1
→ 9 | 98 | 2 | 110 | 9 | 103 | 106 | 100
O=C(COc1ccccc1)Nc1ccc(CN2CCCCC2)cc1
→ -3 | 103 | 5 | 107 | 0 | 106 | 115 | 103
Cc1cccc(NC(=O)C2(c3ccccc3)CCOCC2)c1
→ 0 | 87 | 5 | 97 | 3 | 106 | 98 | 102
O=S(=O)(NC1CCCCC1N1CCN(c2ccccc2F)CC1)c1ccccc1 (stereo unspecified)
→ 4 | 100 | 2 | 95 | 0 | 101 | 100 | 102
COc1ccc(N=CC=C2OC(C)(C)C(C)(C)O2)cc1OC
→ -10 | 97 | -13 | 99 | 5 | 105 | 93 | 96
CCCN1C(=O)/C(=C/c2ccc(C)s2)SC1=Nc1ccc(OC)cc1
→ 3 | 91 | 3 | 103 | 0 | 98 | 97 | 98
CC(Nc1ccccc1)C(=O)Nc1ccc(F)cc1 (stereo unspecified)
→ 17 | 107 | 13 | 108 | 10 | 112 | 103 | 105
O=C(Nc1ccccc1)c1nc[nH]c1C(=O)NCCCCNC(=O)c1[nH]cnc1C(=O)Nc1ccccc1
→ -7 | 89 | 7 | 93 | 19 | 98 | 98 | 110
CCOc1ccc(NC(=O)/C=C/c2ccccc2)c([N+](=O)[O-])c1
→ 3 | 98 | -5 | 91 | -1 | 96 | 93 | 100
C(=N\NC1=Nc2cccc3cccc1c23)/c1cccnc1
→ -4 | 95 | -1 | 103 | 74* | 87 | 103 | 90
CC(C)C(=O)C1=Cc2cccc([N+](=O)[O-])c2OC1N1CCOCC1 (stereo unspecified)
→ -18 | 89 | 5 | 91 | 8 | 90 | 91 | 92
CN(c1ccccc1)c1nc(N)c([N+](=O)[O-])c(NCc2ccco2)n1
→ -1 | 101 | 3 | 102 | -1 | 105 | 100 | 100
CC1CC(OCC(O)CN2CCOCC2)CC(C)(C)C1 (stereo unspecified)
→ 9 | 99 | -1 | 96 | 7 | 97 | 99 | 105
COc1ccc(C2=CSC3=NCCN23)cc1[N+](=O)[O-]
→ 3 | 92 | -7 | 101 | 5 | 95 | 99 | 98
COc1ccc(Cl)cc1C(=O)NC(C)C
→ 1 | 97 | -3 | 109 | -3 | 102 | 109 | 110
c1ccc(Cn2ncc3c(N4CCOCC4)ncnc32)cc1
→ -6 | 80 | -4 | 91 | 1 | 88 | 92 | 91
COC(=O)Cn1c(Cc2ccccc2)nc2ccccc21
→ 0 | 102 | 0 | 102 | -1 | 100 | 111 | 101
c1ccc(-n2cc(CN3CCC(N4CCOCC4)CC3)c(-c3ccc4c(c3)OCO4)n2)cc1
→ 7 | 93 | -4 | 86 | 29 | 91 | 93 | 93
CC(=O)N(/N=C/c1ccc(C)cc1)c1nc(CCl)cs1
→ -10 | 101 | -1 | 94 | 3 | 95 | 100 | 98
COc1ccccc1CNC(=O)c1ccccc1N(C)S(C)(=O)=O
→ 4 | 107 | 5 | 101 | 0 | 111 | 103 | 104
COc1ccc(NC(=O)CN(C)CC(=O)Nc2cccc(C(F)(F)F)c2)cc1
→ -5 | 93 | -1 | 95 | 1 | 99 | 97 | 94
COC1CCN(C(=O)CC2C(=O)NCCN2CC2CCCCC2)CC1 (stereo unspecified)
→ 1 | 98 | 0 | 102 | 0 | 99 | 101 | 95
CC(C)OCc1c(C(=O)OC/C(O)=C(\C#N)c2nc3ccccc3[nH]2)oc2ccccc12
→ 2 | / | -3 | 94 | 11 | 98 | 98 | 100
CC1CCN(CCC(=O)NN)CC1
→ -8 | 105 | -3 | 116 | 0 | 105 | 108 | 105
CCn1c(SCC(=O)NCc2ccc(F)cc2)nc2c(c1=O)SC(C)C2 (stereo unspecified)
→ 3 | 106 | 8 | 93 | -2 | 103 | 96 | 103
CC(OC(=O)/C=C/c1ccccc1)C(=O)NC1CCCCC1C (stereo unspecified)
→ 2 | 94 | 5 | 108 | -1 | 106 | 102 | 105
O=c1c2cn[nH]c2nc(SCc2c(F)cccc2F)n1-c1ccc(Cl)cc1
→ 2 | 102 | 9 | 111 | -2 | 110 | 105 | 98
COc1ccc(NC(=O)CN(C)C(=O)CCc2ccccc2)cc1
→ 8 | 106 | 2 | 99 | -3 | 104 | 104 | 103
COC(=O)c1cc(N2C(=O)C3C(C2=O)C2(C)C=CC3(C)O2)ccc1Cl (stereo unspecified)
→ -3 | 51 | 3 | 162* | 1 | 70 | 93 | 95
COC(=O)c1[nH]c2cccc(OC)c2c1NC(=O)CN1CCOCC1
→ 4 | 105 | -4 | 98 | 1 | / | 103 | 99
CC[n+]1oc(-c2ccccc2)cc1C
→ -5 | 94 | 2 | 97 | 3 | 93 | 98 | 99
O=C(CCN1CCOCC1)N1CCc2c([nH]c3ccccc23)C1c1cccc(Cl)c1 (stereo unspecified)
→ 8 | 101 | 6 | 93 | 24 | 104 | 101 | 105
O=C(COC(=O)c1sc2cc(F)ccc2c1Cl)Nc1ncc(Cl)cc1Cl
→ -1 | 98 | 4 | 87 | 14 | 97 | 101 | 102
CC(C)(C)OC(=O)N1CCCC(C(=O)Nc2ccc(C(=O)N3CCCC3)cc2)C1 (stereo unspecified)
→ -3 | 86 | 8 | 88 | -1 | 90 | 98 | 101
O=C(CSc1ccc([N+](=O)[O-])cn1)Nc1cc(C(F)(F)F)ccc1N1CCOCC1
→ 12 | / | 1 | 83 | 1 | 92 | 105 | 106

Three compounds out of the list above, arranged by the number in AGP1-GFP MLPCN, largest number first.
structure | AGP1-GFP MLPCN
O=c1c2cn[nH]c2nc(SCc2c(F)cccc2F)n1-c1ccc(Cl)cc1 | 110
COc1ccc(NC(=O)CN(C)CC(=O)Nc2cccc(C(F)(F)F)c2)cc1 | 99
CC(C)OCc1c(C(=O)OC/C(O)=C(\C#N)c2nc3ccccc3[nH]2)oc2ccccc12 | 98

(continued)
Every second line gives: procasp7 counter | CIT2-GFP yeast | procasp3 activ | LAP4 TOR yeast | AHR activator | AGP1-GFP MLPCN | MEP2-GFP yeast | RPL19A TOR yeast
O=C(c1noc2c1CCCC2)N1CCN(c2ccccc2)CC1
→ -1 | 108 | 4 | 108 | -2 | 101 | 106 | 102
Cc1ccc(OCC(=O)N2CCC(Cc3ccccc3)CC2)c([N+](=O)[O-])n1
→ 2 | 87 | 4 | 108 | -1 | 96 | 99 | 93
CCOc1ccc(S(=O)(=O)Nc2ccccc2C(=O)NCC2CCCO2)cc1 (stereo unspecified)
→ 12 | 100 | 12 | 94 | 0 | 100 | 102 | 99
O=C(NC1CC2CCCC(C1)N2C(=O)Nc1ccc(Cl)c(C(F)(F)F)c1)C1CC1 (stereo unspecified)
→ 7 | 107 | 2 | 101 | 1 | 105 | 104 | 101
